# CFTR F508del cor – correctors of CFTR F508del function in bronchial epithelial cells. hit rate 0.36% among 350,000. activity (quench increase), % at 7.58 µM. CFBE cells, YFP halide quenching; stimulated with forskolin plus potentiator P3; % fluorescence drop versus neutral controls;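 active means mean added fluorescence quench of at least 8% versus neutral control, with both replicates also reaching 8%; inconclusive means only one of the mean or replicate conditions met; inactive means mean below 8% and not both replicates reaching 8%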;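 further: cells transiently co-express mutant CFTR-F508del with the halide-sensitive YFP; corrector assay measuring rescue of mutant channel to the surface after 24 h compound exposure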
# ERAP1 inh – blocks human ERAP1 aminopeptidase activity; Q9NZ08; recombinant ERAP1, Leu-AMC fluorescence, 60 min; inhibition, % at 10.7 µM; hit rate 0.15% among 340,000;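 active means mean replicate inhibition of at least 30%, or all replicates individually reaching that 30% level; inactive means mean below 30% and not every replicate reaching it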;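 further: 0% = neutral control wells and 100% = L-leucinethiol positive control wells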
# Xi reactivation – reactivates the inactive X chromosome in mouse fibroblasts; XiGFP mouse fibroblasts, % GFP-positive cells imaging, 3 d; cells co-treated with 5-aza-dC sensitizer; scaled so ellipticine positive control = 100%; activation, % at 7.58 µM; hit rate 0.055% among 360,000; AID 743238;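 active means mean normalized replicate activation at least 10% and every replicate at or above 10%; inconclusive means only one of the two criteria met; inactive means mean below 10% and not all replicates reach 10%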;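 further: 0% = median of on-plate neutral control wells and 100% = ellipticine 6 µM median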
#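 Material: SV40-immortalized XiGFP fibroblast cells, line 68-5-11 | Buffer or medium: DMEM containing 5-aza-dC | Dosing: One concentration, pinned | Times: 3 d treatment, 15 min room-temperature fixation | Controls: Ellipticine 6 µM positive control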
# INS-1E GSIS act – GLuc luminescence reporter in INS-1E cells, primary screen for activators of glucose-dependent secretion of insulin | INS-1E GLuc reporter insulin secretion, 2-3 h | activation, % at 16.6 µM | hit rate 0.61% among 370,000;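 active means lowest replicate activation of at least 40%, so every replicate reaches that level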;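 further: 0% = median of neutral control wells and 100% = median of IBMX positive control wells; some compounds called inactive have numbers as strong as hits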
# ARNT TACC3 PPI – disrupts binding between human ARNT and TACC3; Q9Y6A5; AlphaScreen His-ARNT PAS-B/GST-TACC3 binding, luminescence; TACC3 fragment carries E629A point mutation; inhibition, % at 9.99 µM; hit rate 0.66% among 390,000; AID 623870;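 active means mean inhibition of replicates at least 50% and at least half of replicates each reaching 50%; inconclusive means half or more replicates reach 50% but mean below 50%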;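 further: 0% = complete ARNT plus TACC3 wells and 100% = ARNT alone without TACC3; many hits fall short of the cut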
# RAD52 inh – RAD52 (human) annealing inhibition; recombinant RAD52 DNA annealing, FRET fluorescence; AID 651710; inhibition, % at 18.7 µM; P43351; hit rate 0.46% among 360,000;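 active means every replicate showing at least 50% inhibition; inconclusive means mean inhibition at least 50% but not in every replicate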
# Target sequence (P43351 whole entry, looked up): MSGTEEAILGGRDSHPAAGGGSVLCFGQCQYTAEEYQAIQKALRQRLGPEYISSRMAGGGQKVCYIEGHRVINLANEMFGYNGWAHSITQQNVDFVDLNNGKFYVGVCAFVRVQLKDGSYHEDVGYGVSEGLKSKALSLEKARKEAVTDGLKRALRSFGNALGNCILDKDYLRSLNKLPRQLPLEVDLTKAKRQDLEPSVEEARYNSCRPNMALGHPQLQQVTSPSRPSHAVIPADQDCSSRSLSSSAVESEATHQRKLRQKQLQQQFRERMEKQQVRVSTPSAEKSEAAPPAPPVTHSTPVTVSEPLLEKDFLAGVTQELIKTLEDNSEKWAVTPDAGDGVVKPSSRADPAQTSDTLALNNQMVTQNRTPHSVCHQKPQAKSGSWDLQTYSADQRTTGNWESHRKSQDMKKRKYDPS
# esBAF inh – SWI/SNF esBAF complex inhibition; mouse ES cells, Bmi1-luciferase knock-in reporter, 24 h; 100% = twice the neutral-well signal; reporter increase, % at 12.5 µM; hit rate 2% among 350,000; in the data active means activation above about 40%; inconclusive means no clear call, values can overlap the other calls;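 further: 0% = median of the plate's neutral control wells and 100% = double that signal; a rise in the Bmi1 reporter signal indicates esBAF inhibition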
# RAD54 inh – blocks human RAD54 Holliday junction branch migration; FAM/BHQ fluorescence; inhibition, % at 10.4 µM; hit rate 0.14% among 360,000; AID 602329;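 active means mean normalized replicate activity at least 40 and at least half of replicates scoring 40 or more; inconclusive means only one of the two criteria met; inactive means mean below 40 and under half of replicates reaching 40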;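 further: 0% = median of neutral control wells and 100% = median of positive control wells; inhibitors cause a drop in the FAM fluorescence signal; in these data hits start at about 50%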
# * hit, by the source's call; u = inconclusive; x = not tested or not shown; & = joins results of further samples.
SMILES,CFTR F508del cor,ERAP1 inh,Xi reactivation,INS-1E GSIS act,ARNT TACC3 PPI,RAD52 inh,esBAF inh,RAD54 inh
CN(C)C(=O)c1cccc(-c2ccc([C@@H]3[C@H]4CN(CC5CCOCC5)CCCCN4[C@H]3CO)cc2)c1,-0.5,-0.2,0.1,-3.4,-5.8,10.6,3.2,-18.5
O=c1[nH]c(SCc2ccccc2)nc2c1sc1ccccc12,-0.7,2.7,0.0,7.2,13.6,-3.3,x,x
O=C(CCNC(=O)c1ccccc1Cl)Nc1ccc2c(c1)OCCO2,-6.0,0.3,-0.1,4.8,x,46.3,13.8,9.6
COc1cc2sc(C)nc2cc1C,0.1,1.4,0.0,10.4,7.8,-4.6,x,x
COc1ccc(C(=O)Nc2ccc3c(c2)C(=O)N(C)C[C@H](OC)[C@@H](C)CN(C(C)=O)[C@H](C)CO3)cc1,0.3,5.2,0.0,3.5,-3.7,-2.4,-2.3,-1.5
O=C(NCC1CCCO1)c1cccc(S(=O)(=O)Nc2ccc(F)cc2)c1 (stereo not given),0.5,-0.8,-0.3,3.9,-2.2,-9.0,1.0,-9.9
O=c1oc2ccccc2c(=O)c2ccccc12,0.6,0.8,0.6,-5.0,0.5,-15.6,-2.9,5.8
C[C@@H]1CN([C@H](C)CO)C(=O)Cc2cc(NC(=O)C3CCCCC3)ccc2O[C@@H]1CN(C)C(=O)Nc1ccc(F)cc1,1.5,-1.6,-1.2,8.6,7.1,-8.4,0.9,-3.2
COc1ccc2cc(C#N)c(Nc3cccc(F)c3)nc2c1,-3.0,3.9,0.0,-3.4,-0.9,1.4,-2.6,x
Cn1c(=O)c2c(nc(OC3CCCC3)n2C)n(C)c1=O,3.9,0.0,0.1,31.8,2.4,-13.6,9.2,0.0
CCc1ccc(-c2nc(C(N)=O)c3[nH]c(=O)n(-c4ccccc4OC)c3n2)cc1,8.9*,0.5,0.9,x,-1.2,8.5,-9.2,7.3
CCCNC(=O)N(C)C[C@H]1Oc2cc(C#CC(C)C)ccc2S(=O)(=O)N([C@H](C)CO)C[C@@H]1C,-2.7,-3.6,-0.2,-11.4,-5.6,8.8,-3.9,-4.8
N#CC(CC(=O)OCc1ccccc1)NC(=O)OCc1ccccc1 (stereo not given),-1.1,-2.1,0.3,-16.5,x,-14.0,x,2.5
Cc1csc(=S)n1-c1ccccc1,x,x,x,4.3,-0.4,x,-1.6,7.5
Cc1nn(CC(=O)NC2CCS(=O)(=O)C2)c(C)c1[N+](=O)[O-] (stereo not given),-1.4,3.1,0.2,-11.1,3.3,4.7,-5.3,-7.6
CCN1/C(=C2/SC(=S)N(NC(C)=O)C2=O)Sc2ccccc21,-0.3,1.9,0.0,3.3,-1.5,-37.7,-0.4,-21.6
Cc1ccc(C(=O)Nc2ccccc2N2CCCCC2)cc1,-0.9,0.5,0.0,-1.9,-3.0,-9.1,4.9,-2.8
COc1ccccc1C(=O)N(Cc1nc(-c2ccc(Cl)cc2)no1)C(C)C,-1.6,-3.1,0.3,-28.7,x,-11.6,-43.4,-2.4
NS(=O)(=O)c1ccc(CNc2ncnc3sccc23)cc1,1.0,-1.1,0.1,-0.5,-5.3,-20.8,2.1,0.2
C[C@H](CO)N1C[C@H](C)[C@H](CN(C)S(=O)(=O)c2cn(C)cn2)Oc2c(NC(=O)Nc3ccc(C(F)(F)F)cc3)cccc2C1=O,0.1,0.5,0.2,-13.6,1.2,-8.0,6.7,-11.8
CC(OC(=O)c1cc[n+]([O-])cc1)C(=O)Nc1ccc(Cl)cn1 (stereo not given),x,x,x,18.4,-4.3,x,-6.0,-3.0
CCC(C)(C)NC(=O)/C=C/c1cnc2ccccc2n1,-1.2,13.8,0.2,-1.8,x,-16.6,x,x
CN(C(=O)COC(=O)CNC(=O)c1ccccc1Cl)c1ccccc1,-0.8,-2.6,0.2,-7.9,-3.1,-0.4,-2.7,x
Cc1nc2sc(C(c3ccc(F)cc3)N3CCN(C(=O)c4ccco4)CC3)c(O)n2n1 (stereo not given),x,x,-0.1,9.2,-1.9,x,x,-2.3
COC(=O)C[C@@H]1C[C@H]2c3cc(NC(=O)Nc4ccccc4F)ccc3O[C@H]2[C@@H](CO)O1,-2.9&-1.1,-0.1,0.1&0.2,16.3&8.1,x,-18.7&-9.8,x,x
COc1ccc(-c2[nH]ncc2CN2CCCOc3c(cccc3OC)C2)c(OC)c1,-0.4,-0.9,0.0,-8.2,4.9,-3.1,2.7,-9.8
Cc1ccc(C)c(N2CCN(C(C(=O)NC3CCCC3)C(C)C)CC2)c1 (stereo not given),-2.9,x,0.1,-15.9,x,-9.8,x,x
CCN1[C@H](C(=O)NCc2cccc(OC)c2)[C@@H](CO)[C@@H]2Cn3c(ccc(C4=CCCC4)c3=O)[C@@H]21,x,3.1,0.2,13.3,-0.1,-29.8,-0.3,-12.2
CCCn1nc2cc(C(=O)NCc3ccccc3)ccc2c1OCC,1.2,-1.2,0.1,7.1,-2.1,-9.9,-5.4,-10.7
Cc1cccc(C)c1NC(=O)[C@@]1(CC(=O)O)CC(/C=C/c2ccccc2)=NO1,0.3,1.1,0.1,13.4,-15.3,-5.0,-1.6,-11.7

# Entries shown so far that have a cyano group, in the order listed:
SMILES,CFTR F508del cor,ERAP1 inh,Xi reactivation,INS-1E GSIS act,ARNT TACC3 PPI,RAD52 inh,esBAF inh,RAD54 inh
COc1ccc2cc(C#N)c(Nc3cccc(F)c3)nc2c1,-3.0,3.9,0.0,-3.4,-0.9,1.4,-2.6,x
N#CC(CC(=O)OCc1ccccc1)NC(=O)OCc1ccccc1 (stereo not given),-1.1,-2.1,0.3,-16.5,x,-14.0,x,2.5

# (cont.)
SMILES,CFTR F508del cor,ERAP1 inh,Xi reactivation,INS-1E GSIS act,ARNT TACC3 PPI,RAD52 inh,esBAF inh,RAD54 inh
C[C@H]1CN([C@@H](C)CO)C(=O)c2cc(-c3ccccc3)cnc2O[C@@H]1CN(C)Cc1ccc(C(=O)O)cc1,4.4,1.0,-0.8,10.3,-1.5,11.3,-2.2,-2.6
CN(C)CC(=O)N1CC2(C1)[C@H](c1ccccc1)[C@H](CO)N2S(=O)(=O)c1ccccc1,1.0,-0.7,0.1,9.4,x,-15.5,x,x
CC(C)c1nnc(NC(=O)CCC(=O)NC2CCCCCC2)s1,2.1,0.8,0.0,2.4,-3.5,-15.4,-7.0,2.3
Cc1c(NC(=O)C(C)Oc2cccc(Cl)c2)c(=O)n(-c2ccccc2)n1C (stereo not given),2.1,0.6,0.0,6.0,14.8,-6.6,0.7,3.2
O=C(NCCNC(=O)c1ccccc1)c1ccccc1,1.0,1.7,0.4,1.1,1.8,52.5*,x,19.0
C[C@H]1CN([C@@H](C)CO)C(=O)c2cc(C3=CCCCC3)cnc2O[C@@H]1CN(C)Cc1cccnc1,-0.9,1.3,0.6,36.8,-1.1,-2.0,5.6,-5.6
O=C(c1ccc(CS(=O)Cc2ccc(Cl)cc2)o1)N1CCN(c2ccccc2F)CC1 (stereo not given),2.1,-3.5,0.1,-26.4,15.0,-0.9,-1.2,8.2
CSCCC(NC(N)=O)C(=O)Nc1cccc(C#N)c1 (stereo not given),-3.3,1.4,0.0,-3.0,-2.5,0.6,x,x
CCc1nnc(NC(=O)CCC(=O)N2CCN(Cc3ccc(C)cc3C)CC2)s1,0.2,-1.1,0.0,-3.5,-4.7,-6.0,6.5,-5.7
CCc1ccc(OCc2n[nH]c(=S)n2Cc2ccccc2)cc1,3.6,2.6,0.0,11.0,x,-6.5,8.8,0.4
CCOc1ccccc1C1NC(=O)c2ccccc2O1 (stereo not given),1.1,x,0.0,12.5,-10.0,-24.8,-6.0,1.2
Cc1cccn2c(=O)c3cc(S(=O)(=O)c4ccccc4)c(=N)n(Cc4ccc(F)cc4)c3nc12,-0.7,1.1,0.0,4.3,4.3,-32.6,3.1,-5.3
O=c1c2sccc2nc(SCc2cc(=O)n3cc(Cl)ccc3n2)n1-c1ccc(F)cc1,2.6,-1.1,0.0,5.9,-7.1,-5.4,x,1.5
c1ccc(OCc2nc(-c3ccncc3)no2)cc1,1.0,5.3,0.1,9.8,-0.3,-5.9,u,10.2
O=C(Nc1ccccn1)c1ccc(S(=O)(=O)N2CCCC2)cc1,2.4,0.2,0.9,5.8,-6.4,-25.2,x,x
Cc1[nH]c(C)c(S(=O)(=O)Nc2ccc(F)cc2Cl)c1C(=O)N1CCCC1,1.8,-1.2,0.1,-1.6,-1.8,-2.6,-4.5,-13.5
CCC(C)NS(=O)(=O)c1ccc(NC(=O)c2c(-c3ccccc3)noc2C)cc1 (stereo not given),1.7,-0.1,-0.2,-21.9,5.6,-12.6,2.0,-5.9
C[C@H]1CN([C@@H](C)CO)C(=O)c2cccc(NC(=O)C3CCCCC3)c2O[C@H]1CN(C)S(=O)(=O)c1cn(C)cn1,3.4,x,-0.7,-3.2,x,x,-3.6,x
C#Cc1ccc(CN2CCC(Oc3ccc(C(=O)NCc4ccccn4)cc3)CC2)cc1,3.1,2.6,0.0,2.5,3.7,-18.2,-10.0,12.9
C[C@@H]1CN([C@@H](C)CO)C(=O)Cc2cc(NS(=O)(=O)c3cn(C)cn3)ccc2O[C@@H]1CN(C)C(=O)Nc1cccc2ccccc12,-2.9,0.6,-0.1,6.3,x,-8.3,3.4,1.7
COc1ccc(C(O)(C2CCCCC2)C(CN2CCCC2)c2ccccc2)cc1 (stereo not given),-0.1,1.2,0.3,-33.0,3.5,4.7,-1.2,-1.2
CC(C)CC#Cc1ccc2c(c1)O[C@@H](CN(C)S(C)(=O)=O)[C@H](C)CN([C@@H](C)CO)S2(=O)=O,x,-1.2,-0.4,-34.9,-12.2,1.2,-1.0,2.4
Cc1ccc(C(=O)Nc2ccccc2C(=O)N2CCN(c3ccccc3)CC2)cc1,-3.1,-0.1,0.0,-12.7,2.7,-1.2,3.8,-2.1
CO[C@@H]1CN(C)C(=O)c2ccc(NC(=O)Nc3cccc(F)c3)cc2OC[C@H](C)N(C(=O)C2CC2)C[C@@H]1C,0.6,x,0.0,-34.9,x,x,1.0,x
COc1ccc2c3c([nH]c2c1)[C@H](CO)N(Cc1nccs1)CC31CN(Cc2cccnc2)C1,0.5,0.2,0.2,8.3,x,-61.5,x,x
Cc1cc(C)c(C)c(S(=O)(=O)NCCCN2CCOCC2)c1C,-1.6,6.3,0.2,18.8,x,-15.2,x,1.4
NCC[C@H]1CC[C@@H](NC(=O)C2CC2)[C@@H](CO)O1,-1.6,-3.0,0.2,-6.4,x,-9.8,x,x
C[C@H]1CN([C@@H](C)CO)C(=O)c2cccc(NC(=O)c3ccncc3)c2O[C@@H]1CN(C)S(C)(=O)=O,2.1,-1.7,-0.1,5.7,-7.0,-5.3,-1.4,-0.8
NS(=O)(=O)c1cccc2cccnc12,4.5,4.2,0.2,-3.8,-3.6,-2.6,2.4,4.5
COC(=O)CCC(=O)Nc1c(C)n(C)n(-c2ccccc2)c1=O,-0.1,-7.2,0.0,2.1,-2.6,-13.0,x,x
O=C(C[C@H]1CC[C@@H]2[C@H](COC[C@@H](O)CN2Cc2cccc(F)c2)O1)NCc1cccc(F)c1,0.1,1.5,0.2,-7.2,-5.9,7.6,-1.4,3.5
COc1cccc(COC(=O)c2nn(-c3ccccc3)nc2N)c1,-4.8,0.7,0.1,-2.9,x,-14.3,6.8,-8.7
